Screens (PubChem BioAssay)
PTHR1 agonist: activates the human parathyroid hormone receptor PTHR1 | HEK293 GP2 PTHR1 cells, GloSensor cAMP luminescence, 1 h | Potency, µM (doses to about 115 µM), for the others: at the highest dose activation, usual class: activators | hit rate 0.075% among 410,000; note: potency is the fitted concentration of half-maximal effect; nearly all actives have a fitted effect of over 55% in size; some results filed as inactive show a strong effect at the top dose; inactives centre near -15; many of its hits are not listed in these tables
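HEK-293-derived GP2 cells expressing PTHR1 and a GloSensor cAMP reporter, 3,000/well, plated overnight, given luciferin plus IBMX (each 0.5 mM as added) for 1 h at 37 °C, then compound for 1 h at 37 °C. Luminescence was read after 15 min at room temperature.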
GLP-1R agonist: agonists of human GLP-1 receptor. HEK293 GLP-1R CRE-luciferase, luminescence, 4-6 h; cells express a hypersensitive GLP-1R form. hit rate 0.007% among 380,000. AID 624172. Potency, µM (doses to about 45.6 µM), for the others: at the highest dose activation, most hits filed as activators. P43220; note: potency is the fitted concentration of half-maximal effect; % of control where 0% means no effect
PI5P4K alpha inh: blocks human PI5P4K alpha kinase activity | PI5P4Kalpha enzyme, ADP-Glo luminescence, 60 min; stronger effect = lower value | hit rate 1.2% among 330,000 | AID 652105 | max response, %; active = max response of -50% or lower; inconclusive = between -30% and -50%; inactive = -30% or higher; note: value at the top dose of about 77 µM; % is set by controls: 0 for no effect and ±100 for the full control effect
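ADP-Glo luminescence end-point read after a 60 min room-temperature kinase reaction of PI5P4Kalpha plus substrate, initiated with ATP at 5 microM final. Buffer: 0.038 M HEPES pH 7.4, EGTA, 0.1% CHAPS, 5% DMSO.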
EPAC1 antagonist: antagonists of human EPAC1; AID 720709; O95398; hit rate 0.14% among 360,000; Potency, µM (series often up to 115 µM), for inactives: at the highest dose activity change, negative = inhibition, most hits filed as inhibitors; EPAC1 GEF assay, Rap1b-BODIPY-GDP exchange fluorescence;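 note: potency is the fitted concentration of half-maximal effect; plate controls were vehicle for no effect and positive control for full effect; nearly all actives have a fitted effect of over 50% in size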
Target sequence (O95398 whole entry, looked up): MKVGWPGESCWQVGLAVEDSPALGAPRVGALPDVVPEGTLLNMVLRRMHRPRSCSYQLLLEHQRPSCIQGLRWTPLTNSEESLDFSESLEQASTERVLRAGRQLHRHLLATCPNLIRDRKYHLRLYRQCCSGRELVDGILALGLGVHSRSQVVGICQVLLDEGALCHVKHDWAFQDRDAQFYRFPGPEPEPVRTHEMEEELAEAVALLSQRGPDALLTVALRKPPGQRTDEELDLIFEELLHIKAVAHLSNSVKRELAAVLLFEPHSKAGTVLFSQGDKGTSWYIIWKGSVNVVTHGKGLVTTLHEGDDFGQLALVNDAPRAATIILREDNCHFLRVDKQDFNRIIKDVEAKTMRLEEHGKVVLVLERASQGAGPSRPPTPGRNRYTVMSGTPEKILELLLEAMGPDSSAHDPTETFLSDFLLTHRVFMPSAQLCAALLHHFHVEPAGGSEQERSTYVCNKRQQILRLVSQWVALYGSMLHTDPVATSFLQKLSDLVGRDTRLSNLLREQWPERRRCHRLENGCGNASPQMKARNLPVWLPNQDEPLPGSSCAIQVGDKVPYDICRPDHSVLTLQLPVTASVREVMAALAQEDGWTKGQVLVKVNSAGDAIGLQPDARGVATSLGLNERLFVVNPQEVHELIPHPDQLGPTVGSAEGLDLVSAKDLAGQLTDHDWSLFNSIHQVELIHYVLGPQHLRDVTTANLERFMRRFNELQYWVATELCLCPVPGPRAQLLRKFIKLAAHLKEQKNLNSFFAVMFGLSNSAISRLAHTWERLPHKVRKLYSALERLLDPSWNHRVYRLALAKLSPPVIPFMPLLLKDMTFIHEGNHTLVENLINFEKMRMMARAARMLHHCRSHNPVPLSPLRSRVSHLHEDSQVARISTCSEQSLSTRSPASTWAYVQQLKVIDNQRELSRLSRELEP
IL-2 act: activators of IL-2; IL-2 activation reporter assay, cell-based qHTS; stimulated with anti-CD3/CD4/CD28 beads; in transgenic mouse T cells; AID 652025; hit rate 0.065% among 360,000; activation, % (series mostly up to about 46 µM); in the data active = activation above about 50%; inconclusive = mostly about 30% to 49%; note: 0% is about no effect
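First, unstimulated transgenic mouse T cells were exposed to compound for 60 min. Next, anti-CD3/anti-CD4-coated beads with anti-CD28 were added. Finally, after 18 h at 37 degrees C, EGFP and DsRed were imaged.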
EPAC1 agonist: agonists of human EPAC1 | O95398 | EPAC1 agonist qHTS, biochemical assay; response scale: 100% = response to 6.5 mM cAMP | Potency, µM (series often up to 154 µM), without a hit: top-dose activation, most hits filed as activators | hit rate 0.073% among 360,000; note: potency is the fitted concentration of half-maximal effect; nearly all actives have a fitted effect of over 60% in size
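Normalized to 6.5 mM cAMP, activity reflects EPAC1-catalysed release of BODIPY-GDP from Rap1B, followed kinetically over 30 min at 480 nm excitation, 540 nm emission. Reaction contained 100 nM EPAC1, 250 nM Rap1B-BODIPY-GDP, 50 uM GDP.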
GLP1R cytotox: cytotoxicity counter-screen for GLP-1 receptor inverse agonists; AID 624418; Potency, µM (top dose mostly 38.3 µM), without a hit: top-dose activity change, negative = inhibition, usual class: inhibitors; hit rate 0.13% among 410,000; HEK293 cAMP-luciferase reporter cells, luminescence, 24 h;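 note: loss of luciferase light is scored as toxicity; potency is the fitted concentration of half-maximal effect; % is set by controls: 0 for no effect and ±100 for the full control effect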
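Seeding density was 200 cells/uL; after overnight-length (12 h) culture, 23 nL compounds went on for 24 h at 37 °C. Readout used a luciferase detection reagent, luminescence taken after 12 min at room temperature.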
PLK1 PBD block: PLK1 (human) polo-box domain binding inhibition. hit rate 2.8% among 360,000. Potency, µM, without a hit: max response, negative = inhibition, actives largely listed as inhibitors. P53350. Plk1 PBD binding of FITC phosphopeptide, fluorescence polarization; note: potency is the fitted concentration of half-maximal effect; series mostly up to about 57 µM; % is set by controls: 0 for no effect and ±100 for the full control effect; nearly all actives have a fitted effect of over 65% in size
GLP-1R inv ag: acts as inverse agonist at human GLP-1 receptor. hit rate 1.6% among 410,000. Potency, µM (highest dose often 38.3 µM), for inactives: at the highest dose activity change, negative = inhibition, hits mostly inhibitors. HEK293 GLP-1R CRE-luciferase, luminescence, 24 h; GLP-1R form is constitutively active. P43220; note: potency is the fitted concentration of half-maximal effect; % is set by controls: 0 for no effect and ±100 for the full control effect; nearly all actives have a fitted effect of over 55% in size
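GLP-1R inverse agonism mode: basal reporter luminescence in engineered HEK293 cells measured after one day of compound exposure at 37 deg C, with a 12 min room-temperature detection step.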
The depositor's hits bear a star; i = inactive; ? = inconclusive; . = not tested or not shown; [ ] = remark or other dose. Unless noted, calls come from the whole dose curve; as a rule, active = well fitted curve in the direction sought with a large enough effect; inconclusive = small, poorly fitted or top-dose-only effect, or another doubt; inactive = no such curve, though single readings can be large; an effect the other way counts as inactive or inconclusive. This is a subset. The share of hits here may be higher or lower than overall.

mol	PTHR1 agonist	GLP-1R agonist	PI5P4K alpha inh	EPAC1 antagonist	IL-2 act	EPAC1 agonist	GLP1R cytotox	PLK1 PBD block	GLP-1R inv ag
Fc1cccc(/C=N/NC(=S)Nc2ccccc2Cl)c1	-4%	-7%	8	-21%	-0.4	0%	2.8µM*	4%	?
CC(C)(C)c1ccc(OCCNC(=S)NC(=O)c2cccnc2)cc1	?	7%	2	-8%	-1.7	14%	80%[activator]	-10%	21%
CC1=C(C(=O)N(C)C)C(c2ccc(N3CCOCC3)cc2)NC(=O)N1 (stereo not drawn)	-19%	2%	-3	13%	0.5	3%	2%	-12%	4%
CC(=O)NCCCc1nc2ccccc2n1Cc1ccccc1C	-19%	-4%	.	3%	-5.1	-1%	0%	-9%	-4%
CCCOc1ccc(N2CC(C(=O)NCCc3ccc(OC)c(OC)c3)CC2=O)cc1 (stereo not drawn)	i	6%	4	-7%	-4.1	0%	7%	-8%	-9%
Cc1cccc([C@@H]2[C@@H]3C(=O)N(Cc4ccccc4)C(=O)[C@@H]3[C@]3(Cc4ccc(Cl)cc4)C(=O)N(c4cccc(Br)c4)C(=O)N23)c1	-22%	3%	4	6%	0.8	-5%	-9%	1%	-13%
CCC(=O)c1ccc(OC(C)C(=O)NC2(C#N)CCCCC2)cc1 (stereo not drawn)	i	5%	-5	10%	-1.8	-1%	6%	-3%	20%
CCOC(=O)N1CCC(NC(=S)Nc2ccc3nc(N4CCN(CC)CC4)cc(C)c3c2)CC1	i	18%	2	13%	-0.8	10%	?	-22%	8.9µM*
Cc1cc2nccc(-c3cccnc3)n2n1	i	6%	-1	-14%	0.2	12%	10%	-16%	16%
Cc1ccc(NC(=O)COc2ccccc2)c(NC(=O)c2ccccc2C)c1	i	3%	-1	-14%	1.2	-4%	-24%	-6%	-10%
CC1(C(=O)NS(=O)(=O)C2CC2)CCCN(C(=O)c2cccc(Cl)c2)C1 (stereo not drawn)	i	-6%	8	6%	-0.3	6%	3%	-5%	9%
CCc1nnc(NC(=O)c2ccc(S(=O)(=O)N3CCCCC3)cc2)s1	i	1%	-16	-6%	0.9	-2%	0%	-10%	17%
CCCCN(CCCC)c1nc(OC)nc(-n2nnc(C(C)=O)c2C)n1	-24%[57.5 µM]	5%	7	-11%	-0.4	-8%	-8%	1%	?
Cc1cccn2c(=O)c(/C=C(\C#N)C(=O)NC3CCS(=O)(=O)C3)c(Oc3ccc(F)cc3)nc12 (stereo not drawn)	-19%	14%	2	-11%	0.3	7%	147%[activator]	-23%	-18%
Cc1c(Cl)cccc1NC(CC(=O)c1ccccc1)C(=O)OCC(=O)c1cccs1 (stereo not drawn)	i	-2%	3	-2%	-6.7	-6%	-7%	-6%	-1%
Cc1ccc(-n2c(SCC(=O)Nc3ccc(C(=O)O)cc3)nnc2-c2ccncc2)cc1	-10%	8%	?	7%	1.4	-5%	-1%	2%	-2%
O=C(O)CC1S/C(=N/N=C/c2ccc([N+](=O)[O-])cc2)N(c2ccc(O)cc2)C1=O (stereo not drawn)	-4%	-1%	-12	-3%	-0.5	-12%	-18%	?	-7%
COc1ccc(NC(=O)C(CCS(C)(=O)=O)NC(C)=O)cc1 (stereo not drawn)	i	2%	4	9%	0.9	-4%	-8%	-23%	33%[activator]
N=c1n(CCc2ccccc2)c2ccccc2n1Cc1ccccc1F	i	4%	6	-23%	0.0	5%	?	-2%	?
COc1ccc(-c2ccnc3c(Br)c(C)nn23)cc1	-34%[inhibitor]	8%	-1	12%	-0.8	1%	-8%	1%	?
Nc1cc2c(cc1C(=O)c1ccccc1)OCCO2	-11%[57.5 µM]	3%	2	10%	1.3	-2%	-14%	0%	45%[activator]
COCCCn1c(-c2ccccc2)nc2ccccc2c1=O	-35%[inhibitor][57.5 µM]	10%	-6	9%	-0.8	3%	-6%	-2%	-1%
COc1ccc(C(=O)NC=C2C(=O)OC(C)(C)OC2=O)cc1	i	-2%	-5	14%	1.1	8%	-1%	?	3%
O=C(CCCOc1ccc(Br)cc1)Nc1ccc(S(=O)(=O)N2CCOCC2)cc1	-28%	8%	1	-24%	-0.8	9%	-6%	0%	?
COc1ccc(-n2nc3c(c2NC(=O)c2c(-c4ccccc4Cl)noc2C)CS(=O)(=O)C3)cc1	i	0%	-2	0%	0.6	12%	-4%	-9%	-6%

The closing two compounds of the section above are carried over, then new ones follow.
mol	PTHR1 agonist	GLP-1R agonist	PI5P4K alpha inh	EPAC1 antagonist	IL-2 act	EPAC1 agonist	GLP1R cytotox	PLK1 PBD block	GLP-1R inv ag
O=C(CCCOc1ccc(Br)cc1)Nc1ccc(S(=O)(=O)N2CCOCC2)cc1	-28%	8%	1	-24%	-0.8	9%	-6%	0%	?
COc1ccc(-n2nc3c(c2NC(=O)c2c(-c4ccccc4Cl)noc2C)CS(=O)(=O)C3)cc1	i	0%	-2	0%	0.6	12%	-4%	-9%	-6%
O=S(=O)(NCc1ccccn1)c1ccc2ccccc2c1	-16%	11%	7	6%	1.0	1%	-1%	-11%	8%
COC(=O)CSc1nc2cc3c(cc2cc1C)OCO3	-4%	-6%	0	-2%	0.6	14%	12%	-8%	13%
CN(C(=O)C(C)(C)C)[C@H]1C[C@H]2c3[nH]c4ccccc4c3CCN2C(=O)[C@H]1CO	-20%	-5%	3	15%	-1.9	-17%	30%[activator]	-14%	12%
Cc1cc(S(=O)(=O)N2CCN(c3ccc(F)cc3)CC2)c(C)s1	-44%[inhibitor]	7%	3	-6%	-3.2	8%	12%	-13%	10µM*
O=C1NC2=C(C(=O)OC2)C(c2ccc(OC(F)(F)F)cc2)N1 (stereo not drawn)	-8%	1%	10	2%	-2.2	3%	-1%	-1%	31%
Clc1ccc(-c2nn3c(-c4ccccc4)nnc3s2)cc1	i	12%	.	1%	-0.2	-2%	-13%	?	34%[activator]
CCN(CCNC(=O)c1cc(C)nn1-c1ccccc1)c1ccccc1	i	-5%	-1	-1%	-2.9	-13%	2%	4%	?
COc1ccc(N(CC(=O)Nc2ccc3c(c2)OCO3)S(=O)(=O)c2ccccc2)cc1	i	2%	-8	-5%	1.0	0%	1%	-6%	4%
CC(=O)NN1C(=O)c2ccccc2NC1c1ccco1 (stereo not drawn)	-26%	0%	-1	2%	0.0	4%	2%	0%	5%
CC(=O)c1cccc(CN2CCCC(CCC(=O)NCc3ccc(F)c(F)c3)C2)c1 (stereo not drawn)	i	6%	1	-7%	-0.4	1%	-13%	-5%	-21%
O=C(c1cc2ccccc2oc1=O)N(c1ccc(Cl)cc1)C1C=CS(=O)(=O)C1 (stereo not drawn)	i	-2%	14	-11%	-0.2	-12%	-5%	3%	0%
COc1ccc2c(c1OC)CN(C)CCc1cc3c(cc1C(O)C2)OCO3 (stereo not drawn)	i	-11%	8	-23%	2.2	1%	-2%	-5%	?
CC(=O)c1ccc(N2CCN(C(=O)CCc3nnc4n(C)c(=O)c5sccc5n34)CC2)cc1	-45%[inhibitor]	-2%	.	.	.	.	4%	.	22%
COc1ccc(C2=NNC(c3cccnc3)=Nc3ccc(OC)cc32)cc1	-11%	12%	-3	-5%	2.0	-4%	18%	-8%	2%
Cc1ccccc1/C=N/N1CCN(c2ccccc2)CC1	i	-9%	11	5%	-0.4	2%	-8%	-3%	-19%
O=c1cc(CSc2nnc3ccccn23)c2c(ccc3ccccc32)o1	i	0%	-9	6%	0.0	-2%	8%	42µM*	13%
Cc1ccc(OC(=O)CCS(=O)(=O)c2ccc(C)cc2)cc1	10%	-18%	-3	-22%	-2.9	0%	0%	?	-7%
O=C(Nc1ccc(N2CCOCC2)cc1)c1cnccn1	-28%	-7%	1	-8%	0.4	1%	1%	2%	?
Cc1csc(N)n1	-8%	1%	3	-3%	0.3	-5%	-6%	-24%	5%
COc1ccc(-c2c3c(=O)n(C)c(=O)n(C)c3cn2-c2ccccc2O)cc1	6%	13%	2	1%	-0.2	-10%	4%	?	57%[activator]
CN1CCN(c2ccncc2S(=O)(=O)N2CCCCC2)CC1	-18%	0%	7	-8%	-0.4	2%	17%	5%	21%
CCCOc1ccc2ccccc2c1/C=N/n1cnnc1	i	15%	.	-7%	0.1	9%	-4%	-11%	-2%
CC1(c2nnnn2-c2ccc3c(c2)OCCO3)CCC(=O)N1CC(F)(F)F (stereo not drawn)	i	6%	-2	19%	-0.3	1%	0%	4%	6%
Cc1ccc(CNC(=O)CNC(=O)c2c(C)nn(C)c2Cl)cc1	-8%	-2%	7	8%	-2.8	0%	-6%	3%	60%[activator]
CC(C)(C)c1ccc(S(=O)(=O)NCC(=O)Nc2sc3c(c2C(N)=O)CCCC3)cc1	-6%	-15%	3	3%	0.0	5%	-9%	27µM*	-19%
COc1cc2c(C(=O)NCc3ccccn3)cn(C)c(=O)c2cc1OC	i	-3%	-7	5%	2.0	6%	17%	-8%	17%
N#C/C(=C\c1ccc(O)c([N+](=O)[O-])c1)c1nc2ccccc2s1	-35%[inhibitor]	1%	-26	?	-0.2	-9%	?	24µM*	-29%
COc1ccc(NC(=O)CCn2nc(C)cc2C)cc1	i	0%	-4	6%	0.8	-2%	-5%	-6%	16%
O=S(=O)(c1ccc(Cl)cc1)c1snnc1-c1ccccc1	-20%[57.5 µM]	-23%	-6	-29%	-0.5	22%	?	-24%	?
